HTR5A ag = counter-screen for OPRM1-OPRD1 agonists: human HTR5A agonism; HTR5A agonist assay, luminescence, cell-based; activation, % at 9.3 µM; actives 0.61% (n = 340,000); in the data active = activation mostly above about 9.5%, no sharp cut-off; inactive = mostly below about 7.6%;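 also: 0% = cells with vehicle only and 100% = reference agonist; strong numbers were not always called active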
Pemphigus Ab inh = inhibitors of pemphigus antibody binding to human desmoglein-3 | DSG3-coupled beads, scFv-anti-DSG3-GFP binding, flow cytometry; hits give low values | actives 0.48% (n = 310,000) | binding (percent of control), % at 10 µM;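 active = binding more than 3 SD below its plate's average and above zero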;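 also: hits lower antibody fragment binding to DSG3; some compounds called inactive have numbers as strong as hits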
HTR5A inv ctr = inverse agonist of human HTR5A in OPRM1-OPRD1 counter-screen | P47898 | actives 0.083% (n = 340,000) | inhibition, % at 9.3 µM | HTR5A cell line, luminescence, inverse agonism; in the data active = inhibition mostly above about 23%, no sharp cut-off; inactive = mostly below about 18%;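 also: 0% = cells with DMSO and 100% = no-cell wells with DMSO; some compounds called inactive have numbers as strong as hits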
PKA-R1A activ = PKA-R1A complex activation | P00514+P68181 | PKA-R1A dissociation, Cy5-IP20 fluorescence polarization; scaled: DMSO 0%, 113 µM cGMP 100% | activation, % at 11.4 µM | actives 0.083% (n = 340,000) | AID 504707;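 active = percent activation above the mean of all tested compounds plus 3 SD, cut at about 19% in these data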;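 also: higher means more PKAc released from R1A so a rise in polarization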
MOR-DOR ag = agonists of human mu-delta opioid receptor heterodimerization; P35372+P41143; cells, OPRM1-OPRD1 heterodimerization, luminescence; activation, % at 9.3 µM; actives 0.3% (n = 340,000); in the data active = activation above about 18%;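 also: 0% = vehicle-treated cells and 100% = reference agonist; values of inactives mirror those of a sister screen read the other way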
V-ATPase pHluor = alters yeast V-ATPase proton transport; S. cerevisiae, pHLuorin cytosolic pH fluorescence; response, % at 10 µM; actives 0.37% (n = 350,000); AID 504577; in the data active = response mostly above about 7.3%, no sharp cut-off; inactive = mostly below about 5.4%; also: actives read high; inactives centre near 0; some compounds called inactive have numbers as strong as hits; reference of the scale not given here
OPRM1-OPRD1 inv = inverse agonists of human mu-delta opioid receptor heterodimerization; cell-based MOR-DOR heterodimer luminescence, inverse agonism; inhibition, % at 9.3 µM; actives 0.21% (n = 340,000); P35372+P41143; AID 504357; in the data active = inhibition above about 22%, passing the limit was not always enough;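 also: 0% = cells with DMSO and 100% = wells without cells with DMSO; values of inactives mirror those of a sister screen read the other way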
PKA-R2B activ = PKA-R2B complex activation | P22694+P31323 | PKA-R2B holoenzyme dissociation, Cy5-IP20 fluorescence polarization; R2B truncated from residue 108, S112A mutant; 0% DMSO only, 100% 113 µM cGMP | activation, % at 11.4 µM | actives 0.079% (n = 340,000);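 active = activation above a cutoff set at the mean over all compounds plus 3 SD, cut at about 18% in these data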;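 also: higher means more holoenzyme dissociation and a rise in polarization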
Target sequence (P31323 whole entry, looked up, other chains not shown, the tested form may be a part): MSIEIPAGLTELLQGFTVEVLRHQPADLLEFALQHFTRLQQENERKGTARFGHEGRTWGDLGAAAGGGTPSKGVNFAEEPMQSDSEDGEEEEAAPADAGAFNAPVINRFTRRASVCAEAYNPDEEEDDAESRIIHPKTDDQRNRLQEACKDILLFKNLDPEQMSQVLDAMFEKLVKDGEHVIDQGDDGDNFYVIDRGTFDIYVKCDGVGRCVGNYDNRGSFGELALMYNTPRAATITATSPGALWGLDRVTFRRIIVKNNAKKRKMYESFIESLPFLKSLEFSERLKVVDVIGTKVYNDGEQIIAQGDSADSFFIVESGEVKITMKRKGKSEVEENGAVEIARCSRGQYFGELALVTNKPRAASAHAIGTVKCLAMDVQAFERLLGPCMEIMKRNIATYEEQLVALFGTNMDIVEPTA
DAGLB inhibitor = blocks human DAGLB lipase activity. HEK293T DAGLB membrane lysate, EnzChek fluorogenic substrate. actives 0.059% (n = 340,000). inhibition, % at 5.17 µM. Q8NCG7; in the data active = inhibition above about 34%;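 also: 0% = enzyme with vehicle and 100% = wells lacking enzyme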
Target sequence (Q8NCG7 whole entry, looked up): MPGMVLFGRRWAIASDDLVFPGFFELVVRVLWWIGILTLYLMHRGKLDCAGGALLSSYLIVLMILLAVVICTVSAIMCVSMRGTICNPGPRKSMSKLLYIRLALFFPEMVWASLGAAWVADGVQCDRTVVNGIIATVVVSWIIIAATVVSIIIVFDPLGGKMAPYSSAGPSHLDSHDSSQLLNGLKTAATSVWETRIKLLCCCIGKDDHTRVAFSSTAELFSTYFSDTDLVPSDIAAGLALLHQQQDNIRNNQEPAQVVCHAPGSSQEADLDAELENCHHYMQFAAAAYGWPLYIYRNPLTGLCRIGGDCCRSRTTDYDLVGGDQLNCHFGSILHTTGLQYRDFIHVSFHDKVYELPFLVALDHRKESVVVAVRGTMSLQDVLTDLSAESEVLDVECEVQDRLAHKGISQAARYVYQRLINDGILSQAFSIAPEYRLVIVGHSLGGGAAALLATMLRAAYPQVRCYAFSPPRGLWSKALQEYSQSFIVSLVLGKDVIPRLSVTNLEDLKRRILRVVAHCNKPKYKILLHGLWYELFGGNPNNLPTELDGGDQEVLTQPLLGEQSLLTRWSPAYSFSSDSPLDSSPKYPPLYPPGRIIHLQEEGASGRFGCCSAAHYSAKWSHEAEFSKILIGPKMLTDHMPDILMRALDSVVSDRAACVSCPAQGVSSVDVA
Arr AP2 block = human beta-arrestin and AP2 interaction inhibition; FITC-arrestin peptide / GST-AP2 beads, flow cytometry; AP2 beta2 appendage carries R879A mutation; inhibition, % at 10 µM; actives 0.31% (n = 340,000); AID 504490;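 active = inhibition above a set limit, near 3 SD of compounds lacking own fluorescence, cut at about 54% in these data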;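 also: plate controls were DMSO wells for no effect and 5 µM unlabelled arrestin peptide for full effect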
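System: GST-AP2 R879A bound to glutathione beads, E. coli-expressed. Also added: 50 nM FITC-arrestin peptide. Schedule: compound with beads 12 min RT, then probe 1 h RT. Signal: bead flow cytometry, FITC channel. Read-out basis: percent response.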
Numbers without * were called inactive; . = no result given.

Structure	HTR5A ag	Pemphigus Ab inh	HTR5A inv ctr	PKA-R1A activ	MOR-DOR ag	V-ATPase pHluor	OPRM1-OPRD1 inv	PKA-R2B activ	DAGLB inhibitor	Arr AP2 block
Cc1ccc(O)c(CNc2ccc(S(=O)(=O)Nc3nccs3)cc2)c1	-1	95	2	-5	-2.8	3	15	-11	4	-1
CN1CCn2c1nc(N1CCOCC1)nc2=O	2	102	15	-6	0.1	2	-1	0	1	6
O=C(NCc1ccc2c(c1)OCO2)c1sccc1Br	1	.	-15	-8	-2.3	0	11	-7	-4	31
O=C(CSc1nc2[nH]c(=O)cc(O)c2s1)Nc1cccc(Br)c1	-5	101	13	2	-4.5	0	18	-6	10	-1
Cc1cc(-c2csc(N)n2)c(C)n1Cc1ccccc1	3	85	12	-1	-0.4	1	2	-7	6	8
CN(C)c1ccc(C(C(=O)NC2CCCCC2)N(Cc2ccco2)C(=O)c2snc(C(N)=O)c2N)cc1 (configuration not stated)	-2	105	5	-6	0.5	-5	-3	-2	7	16
Cc1ccc(S(=O)(=O)N(CC(=O)N(C)C)c2cccc([N+](=O)[O-])c2)cc1	-1	105	-3	-2	-0.6	1	3	-9	1	38
CCCN1C(C)C(C(=O)OCC)=CN(Cc2cccc(I)c2)S1(=O)=O (configuration not stated)	1	92	-2	-6	-1.1	1	6	0	-18	-5
Cc1cc(C)n(-c2nc3sc4c(c3c3nnc(SC(C)C)n23)CC(C)(C)OC4)n1	2	95	20	-3	-2.1	3	13	-8	-5	4
O=C(CNc1cc(S(=O)(=O)N2CCOCC2)ccc1N1CCCC1)Nc1ccc(Cl)cc1F	.	96	.	17	.	0	.	10	0	.
CC(=O)C(Cc1ccccc1)NC(=O)COc1ccc2c(c1)OCO2 (configuration not stated)	4	97	-18	9	-2.0	2	10	5	0	-7
O=S1(=O)[C@H]2C[C@H](CO)O[C@@]2(CO)CN1Cc1ccc(-c2ccc(F)cc2)cc1	1	105	-5	-6	-1.8	-3	9	3	1	13
O=C(COC(=O)/C=C/c1ccccc1)NC1CCCCC1	-8	112	19	0	-1.6	0	6	0	-2	3
CCN(CC(=O)Nc1ccccc1OC)C(=O)C1CCCC1	-1	111	2	5	-4.5	1	17	-1	1	0
Cc1cccc(C2CC(c3ccccc3)Nc3nc(N)nn32)c1 (configuration not stated)	-6	104	16	2	-4.0	2	20	-2	-7	7
CS(=O)(=O)c1ccc(C(=O)OCC(=O)NC2CCS(=O)(=O)C2)cc1[N+](=O)[O-] (configuration not stated)	-2	98	5	6	3.4	3	-16	2	-5	20
CC(C)CN(C(=O)COC(=O)c1ccccc1Sc1ccccc1C#N)C1CCS(=O)(=O)C1 (configuration not stated)	5	53	-6	1	1.1	-1	-6	-9	-1	4
COc1ccc(OCC(=O)O/N=C(\N)Cc2cccs2)cc1	0	.	-11	3	-2.3	-2	11	-5	-10	2
CCn1cnc2cc(NC(=O)c3ccc(C)cc3)ccc21	0	99	1	-7	-3.5	-1	17	-3	-3	21
CCOc1cc(/C=N/NC(=O)c2ccc(CN3CCOCC3)cc2)ccc1OC	1	110	-3	1	-2.2	-3	11	5	0	7
Cc1ccc(Cl)c(OCC(=O)Nc2ccc(S(=O)(=O)NC3=NCCCCC3)cc2)c1	4	121	-10	-2	-1.2	-4	6	-1	0	-15
COc1ccccc1C1Nc2ccccc2NC2=C1C(=O)CC(C)(C)C2 (configuration not stated)	0	100	0	-2	-3.1	1	14	-1	-1	4
COc1cc(OC)c2c(C)c(Cl)c(=O)oc2c1	-2	98	0	-11	-1.1	3	6	-7	-1	2
COc1ccc(S(N)(=O)=O)cc1C(=O)OCC(=O)NC(C)(C#N)C1CC1 (configuration not stated)	3	.	-16	2	-1.7	3	7	-9	4	2
CCCCN(CC)C(=O)c1ccc(Cl)cc1	-8	105	23	8	-0.3	-1	2	-2	0	17
O=C(NNC(=O)c1ccc2ccccc2c1)Nc1ccc(F)cc1	3	107	-7	2	-1.1	0	6	9	-1	-9
O=C(C1=COCCO1)N(Cc1nnc(-c2ccccc2Cl)o1)C1CC1	6	106	-16	-9	-0.7	-3	3	4	0	7
C=CCN(C(=O)c1csnn1)C(C(=O)NCc1ccc(F)cc1)c1ccccc1 (configuration not stated)	2	100	-6	1	-1.9	6	10	1	-1	21
O=c1c2c([nH]c3ccccc13)CCC2	1	110	-3	-3	0.1	4	-1	2	1	1
Cc1ccnc(N2CCC(C(=O)Nc3nnc(C)s3)CC2)n1	-2	102	19	6	-0.7	0	4	6	1	10

Part of the list above, with each value named.
molecule: Cc1cc(C)n(-c2nc3sc4c(c3c3nnc(SC(C)C)n23)CC(C)(C)OC4)n1
  HTR5A ag: 2; Pemphigus Ab inh: 95; HTR5A inv ctr: 20; PKA-R1A activ: -3; MOR-DOR ag: -2.1; V-ATPase pHluor: 3; OPRM1-OPRD1 inv: 13; PKA-R2B activ: -8; DAGLB inhibitor: -5; Arr AP2 block: 4

molecule: O=C(NNC(=O)c1ccc2ccccc2c1)Nc1ccc(F)cc1
  HTR5A ag: 3; Pemphigus Ab inh: 107; HTR5A inv ctr: -7; PKA-R1A activ: 2; MOR-DOR ag: -1.1; V-ATPase pHluor: 0; OPRM1-OPRD1 inv: 6; PKA-R2B activ: 9; DAGLB inhibitor: -1; Arr AP2 block: -9

Later entries.
Structure	HTR5A ag	Pemphigus Ab inh	HTR5A inv ctr	PKA-R1A activ	MOR-DOR ag	V-ATPase pHluor	OPRM1-OPRD1 inv	PKA-R2B activ	DAGLB inhibitor	Arr AP2 block
COC(=O)Cc1csc(Nc2ccccc2Cl)n1	1	102	2	3	-0.7	1	4	-2	-3	1
Cn1cccc1C1CCCN1CC(=O)Nc1ccc(F)c(F)c1F (configuration not stated)	-4	120	11	-5	-3.1	2	12	-8	0	-5
COc1ccc(-c2nnn(CC(=O)NCCc3c[nH]c4ccccc34)n2)cc1OC	-5	100	12	12	-0.9	4	5	-1	-1	10
O=C(CN1CCN(C(c2ccccc2)c2ccccc2)CC1)NC(=O)NCc1ccco1	3	103	-7	-10	-0.7	-1	4	-3	-4	-1
O=C(Cn1ncc(N2CCOCC2)c(Cl)c1=O)c1ccc(Cl)cc1	1	98	-2	-3	-0.7	1	3	-1	0	9
CCNc1nnc(SCC(=O)c2c(N)n(C3CC3)c(=O)[nH]c2=O)s1	-7	97	17	-8	1.0	-3	-4	3	-3	44
NC(=O)C1(N2CCCCC2)CCN(CC(=O)Nc2ccccc2Sc2ccccc2)CC1	6	101	7	1	1.0	0	-6	10	-4	4
CC(C)C(NC(=O)CCNC(=O)c1ccc([N+](=O)[O-])cc1)c1nc2ccccc2[nH]1 (configuration not stated)	-5	97	8	7	-1.2	4	5	-1	-2	-20
CCCCNC(=S)NCc1ccc2[nH]c(C)cc2c1	-2	102	-11	-13	-0.5	3	3	-8	2	22
CCOc1ccc(C(=O)N2CCc3ccccc32)cc1	4	115	-16	2	-2.7	2	14	-1	-4	3
CCCCCC(=O)Nc1cccc(C2=NOC3(C2)C[C@@H](C(N)=O)N(C(=O)Cc2ccc([N+](=O)[O-])cc2)C3)c1 (some centres not stated)	-3	102	9	-10	-1.4	4	7	-8	-1	-5
CCCCN(CCCC)S(=O)(=O)c1ccc(NC(=O)CN2CCOCC2)cc1	-2	100	-2	-4	0.7	-2	-4	-8	-1	0
COc1ccc(N2CC(C(=O)N3CCN(Cc4ccc5c(c4)OCO5)CC3)CC2=O)cc1 (configuration not stated)	7	122	-19	-8	0.3	-3	-3	-7	0	2
Nc1c(N(Cc2ccccc2)C(=O)CCc2ccccc2)c(=O)[nH]c(=O)n1Cc1ccccc1	6	.	-16	-1	-1.9	1	8	2	8	15
O=C(c1ccc(CN2CCc3ccccc3C2)cc1)N1CCN(c2ccccc2)CC1	-4	.	-20	-2	3.6	-2	-19	-6	-2	9
CC1(OC(=O)C2CCCC2)C(=O)C=C2C=C(c3ccsc3)N(C3CCCC3)C=C2C1=O (configuration not stated)	4	90	-13	-6	9.9	7	-57	-10	2	15
CCCC(=O)NC1C2CC3CC(C2)CC1C3 (configuration not stated)	2	.	19	-9	-5.7	-2	26	-4	3	-3
Cc1nnc(NC(=O)c2ccc(C)c(S(=O)(=O)N3CCCCCC3)c2)s1	7	104	-24	-7	-0.8	-2	5	0	-3	11
O=C(Cn1cnc(S(=O)(=O)N2CCCCC2)c1)Nc1ccc(OC(F)(F)F)cc1	6	99	-7	0	-0.8	-2	4	-2	1	5
CC(C)c1ccc(C2/C(=C(\O)c3ccc4c(c3)OCCO4)C(=O)C(=O)N2CCN2CCOCC2)cc1 (configuration not stated)	9	105	-28	1	-1.0	-6	5	-2	-1	3
O=C1Cc2ccccc2C(=O)N1OCc1ccc(Cl)cc1Cl	-4	98	10	-3	-1.4	1	8	-6	0	9
COc1ccc(S(=O)(=O)Nc2ccccc2C(=O)Nc2nc(-c3ccc(F)cc3)cs2)cc1OC	3	99	-8	-3	0.6	-4	-4	-8	6	5
O=C(CSc1nnc(-c2ccc3c(c2)OCO3)n1-c1ccccc1)c1ccccc1	2	89	-13	0	-1.2	0	6	8	-2	6
O=C1C2C3C=CC(C2C(=O)N1c1cccc(O)c1)C1C2C(=O)N(c4cccc(O)c4)C(=O)C2C31 (configuration not stated)	6	99	14	-8	-2.4	-1	12	-6	2	2
C/C(=N\N1CCN(Cc2ccccc2)CC1)c1ccco1	0	109	4	-2	-1.6	1	12	3	1	3
COc1ccccc1N1CCN(C(=O)CSc2nc3ccccc3c(=O)n2CC2CCCO2)CC1 (configuration not stated)	-1	.	4	4	-0.8	.	4	4	4	-3
CCOC(=O)Cc1csc2nc(-c3ccccc3)nn12	2	97	-6	-13	-2.1	1	11	0	-5	-6
O=C(O)c1ccc(Cl)c(S(=O)(=O)Nc2ccc(S(=O)(=O)N3CCCC3)cc2)c1	-1	99	3	-10	-2.0	-1	8	-1	-1	2
CC(C)(C)c1nc2ccccc2c2nnc(SCC(=O)Nc3nc4ccccc4s3)n12	1	104	2	-3	4.0	-1	-24	4	-9	10
[O-][N+]12CCCCC1CCCC2CO (configuration not stated)	1	98	-2	-7	-2.7	-1	14	-15	-2	5

Other entries:
Structure	HTR5A ag	Pemphigus Ab inh	HTR5A inv ctr	PKA-R1A activ	MOR-DOR ag	V-ATPase pHluor	OPRM1-OPRD1 inv	PKA-R2B activ	DAGLB inhibitor	Arr AP2 block
Cc1ccc(-c2nn(-c3ccccc3)cc2C(=O)NCC2CCCO2)cc1 (configuration not stated)	-4	92	3	-2	-1.2	.	7	-14	-2	-2
COc1ccc(/C=N/NC(N)=S)cc1	5	98	-14	2	-2.1	-3	11	-5	2	-3
O=C(CN1C(=O)c2cccnc2Oc2ccc(Cl)cc21)N1CCCCCC1	1	100	-13	1	-2.1	-1	11	0	-4	-12
O=C(O)C(CCCCN1C(=O)C2C3C=CC(C3)C2C1=O)N1C(=O)C2C3C=CC(C3)C2C1=O (configuration not stated)	-4	.	7	-14	-3.5	-11	15	-6	0	-4
C=CCC(C)(NCc1ccccc1)c1ccccc1 (configuration not stated)	0	94	6	-3	1.6	5	-10	-18	-4	-8
Cn1c(=O)c2c(nc3sccn32)n(C)c1=O	6	115	-6	-1	-0.7	1	4	-10	0	-2

Screening results (PubChem)
